USP2a inh = inhibitors of human ubiquitin-specific protease USP2a | 0.01% of 330,000 active | O75604 | USP2 core, Ub-CHOP2 coupled fluorogenic reporter, 485/531 | Potency, µM (highest dose often 38.3 µM), without a hit: top-dose activity change, negative = inhibition, usual class: inhibitors | AID 463254;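 note: potency is the fitted concentration of half-maximal effect; plate controls were DMSO wells for no effect and full inhibition by NEM control for full effect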
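Deubiquitinase activity read as fluorescence (485/531 nm) after Ub-CHOP2 cleavage activates the enterokinase reporter on its substrate; USP2 core 10nM, Ub-CHOP2 and substrate 25nM each, 30min compound preincubation then 60min RT; data normalized to NEM, curves fitted.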
Tb PFK block = blocks T. brucei phosphofructokinase; Potency, µM (titrated, usually from 57.5 µM), without a hit: at the highest dose activity, negative = inhibition, hits mostly inhibitors; T. brucei PFK, ADP-Glo luminescence; 0.17% of 330,000 active; O15648;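 note: potency is the fitted concentration of half-maximal effect; 0% = uninhibited 1x PFK enzyme wells and -100% = no-enzyme wells; nearly all actives have a fitted effect of over 60% in size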
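1.25 nM PFK with 0.5 mM F6P and 0.1 mM ATP in 0.1 M TEA pH 8.0, 5 mM MgCl2, incubated 45 min at room temperature; ADP measured by ADP-Glo luminescence; compounds titrated up to 57 uM.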
B2AR arrestin = recruits beta-arrestin to the human beta2-adrenergic receptor; 0.02% of 330,000 active; beta-arrestin recruitment to beta2AR, cell-based reporter; Potency, µM (top dose mostly 46.1 µM), inactives show at the top dose activation, usual class: activators;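 note: potency is the fitted concentration of half-maximal effect; 0% = DMSO controls and full agonism = EC100 isoproterenol or metaproterenol; nearly all actives have a fitted effect of over 65% in size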
Target sequence (P07550 whole entry, looked up): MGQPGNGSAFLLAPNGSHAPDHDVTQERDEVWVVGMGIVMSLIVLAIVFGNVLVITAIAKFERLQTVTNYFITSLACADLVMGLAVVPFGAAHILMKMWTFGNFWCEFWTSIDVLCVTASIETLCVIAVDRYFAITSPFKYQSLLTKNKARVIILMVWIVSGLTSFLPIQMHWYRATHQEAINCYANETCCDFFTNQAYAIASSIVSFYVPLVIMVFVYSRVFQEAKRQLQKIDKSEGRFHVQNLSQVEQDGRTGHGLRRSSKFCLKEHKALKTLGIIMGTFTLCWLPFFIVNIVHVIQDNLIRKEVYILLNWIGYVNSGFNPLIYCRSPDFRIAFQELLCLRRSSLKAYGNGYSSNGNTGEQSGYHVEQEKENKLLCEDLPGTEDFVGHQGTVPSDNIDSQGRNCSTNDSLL
Eya2 phos inh = Eya2 (human) phosphatase inhibition; O00167; recombinant Eya2, OMFP fluorescence dephosphorylation (OMFP is methylfluorescein phosphate); Potency, µM (top dose mostly 76.9 µM), without a hit: top-dose activity, negative = inhibition, actives largely listed as inhibitors; 0.006% of 330,000 active; AID 488837; note: potency is the fitted concentration of half-maximal effect; % is set by controls: 0 for no effect and ±100 for the full control effect
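Eya2 (0.2 uM) preincubated 10 min at ambient with compound, then OMFP substrate added at 50 uM; 10 min reaction in 50 mM HEPES pH 7.5, 50 mM NaCl, 5 uM MgCl2, 0.05% BSA, 1 mM DTT. Fluorescence read at Ex 485/Em 525 nm.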
Mito fusion act = blocks mitochondrial division or promotes mitochondrial fusion; S. cerevisiae fusion-defective mutant growth rescue, CellTiterGlo 48 h; Potency, µM (highest dose often 46.1 µM), inactives show at the top dose growth rescue (activation), actives largely listed as activators; 0.23% of 320,000 active;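 note: potency is the fitted concentration of half-maximal effect; % of control where 0% means no effect; nearly all actives have a fitted effect of over 45% in size; temperature-sensitive fusion mutants such as fzo1-1 at 37 °C on non-fermentable ethanol glycerol medium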
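Yeast fusion mutant, YPEG (non-fermentable carbon), compound, 48 h at 37C non-permissive; CellTiterGlo added, 10 min RT, luminescence read. Rescued growth = division inhibition.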
ELG1 repair inh = ELG1-dependent DNA repair inhibition. HEK293T ELG1-luciferase reporter, luminescence, 16 h; DNA damage induced by 5-fluorouridine. Potency, µM (series often up to 46.1 µM), for inactives: at the highest dose activity change, negative = inhibition, hits mostly inhibitors. 2.3% of 330,000 active; note: potency is the fitted concentration of half-maximal effect; % is set by controls: 0 for no effect and ±100 for the full control effect; nearly all actives have a fitted effect of over 55% in size
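Quantitative HTS, concentration-response format. 2,000 cells/well co-treated with 5-fluorouridine and compound, 16 hr in 5% CO2 at 37 °C; ONE-Glo luminescence read after 30 min.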
BCR signal inh = inhibitors of chronic active B-cell receptor signaling | Potency, µM (top dose mostly 46.1 µM), inactives show at the top dose ratio change, negative = lower green/red ratio, most hits filed as inhibitors | 0.05% of 340,000 active | ABC-DLBCL IkBa-CBG/CBR reporter, luminescence ratio, 4 h; active = well fitted inhibition curve with a large enough effect in the signal ratio, with a control signal flat, not every such curve was filed as active; inconclusive = small, poorly fitted or top-dose-only effect, or effect the other way, or a change in a side signal; the % refers to the signal ratio;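 note: potency is the fitted concentration of half-maximal effect; plate controls were basal doxycycline-induced cells for no effect and cells given 10 µM MG132 for full effect; MG132 reads +100%, hits lower the ratio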
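Doxycycline induced both beetle luciferases in TMD8 lymphoma cells; IKK-driven degradation limits the IkappaBalpha-fused green signal, while red luminescence normalises for cell number and nonspecific effects. Compounds tested up to 46 uM, 4 hrs.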
TSG101-PTAP inh = blocks PTAP/TSG101 interaction to inhibit HIV-1 budding; 340,000 tested, under 10 active; Potency, µM (series often up to 115 µM), for the others: top-dose activity change, negative = inhibition, most hits filed as inhibitors; Fluorescence polarization, FITC-PTAP peptide / Tsg101 binding; Q99816; active = well fitted inhibition curve with a large enough effect in the main read-out, with a control signal flat, not every such curve was filed as active; inconclusive = small, poorly fitted or top-dose-only effect, or effect the other way, or a change in a side signal; inactive = no such curve, though single readings can be large or run the other way; note: potency is the fitted concentration of half-maximal effect; % of control where 0% means no effect
Target sequence (Q99816 whole entry, looked up): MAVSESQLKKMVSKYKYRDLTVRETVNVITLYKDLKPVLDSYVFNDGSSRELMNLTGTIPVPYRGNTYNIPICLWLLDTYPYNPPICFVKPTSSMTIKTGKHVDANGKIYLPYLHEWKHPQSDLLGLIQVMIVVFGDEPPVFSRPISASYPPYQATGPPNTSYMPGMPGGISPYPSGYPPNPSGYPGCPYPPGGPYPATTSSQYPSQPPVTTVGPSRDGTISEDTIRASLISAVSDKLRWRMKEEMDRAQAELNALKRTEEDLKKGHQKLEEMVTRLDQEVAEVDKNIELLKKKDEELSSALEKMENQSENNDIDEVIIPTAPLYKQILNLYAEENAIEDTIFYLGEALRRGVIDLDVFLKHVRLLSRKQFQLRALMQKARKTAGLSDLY
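Tsg101 binding domain (10 uM final) was mixed with compound and a FITC-labeled PTAP peptide (50 nM final) in HEPES pH 7.5 buffer with NaCl, Tween 20, EDTA and TCEP; fluorescence polarization was read after 20 min at r.t.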
TCR act = activators of T cell receptors | primary human leukocytes, anti-CD3, IL-2 HTRF, 48 h | Potency, µM (highest dose often 9.22 µM), without a hit: top-dose activation of IL-2 secretion, usual class: activators | 330,000 tested, under 10 active; note: % of control where 0% means no effect
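Readout: HTRF IL-2, Eu-cryptate/d2 antibody pair, 320nm excitation, 665nm emission. Stimulus: a-CD3 beads, no co-stimulation. Cells: primary human leukocytes. Exposure: 48 hr with compound.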
TSHR antag = blocks TSH signaling through the human TSH receptor; P16473; TSHR-expressing cells, TSH-stimulated cAMP HTRF, 2 h; active compounds read low; activity change, negative = inhibition, % at 11.5 µM; 0.2% of 330,000 active;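 active = activity change below a set negative limit, meaning inhibition stronger than a set level, cut at about -70% in these data; inconclusive = activity change between two set negative limits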; note: % is set by controls: 0 for no effect and ±100 for the full control effect
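Cell-based HTRF cAMP assay; TSHR cells + compound, TSH EC80 (4nM final), 2 h, 37 deg C. Lysis with anti-cAMP cryptate and cAMP-d2, 30 min RT, read 665/620 nm.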
uPA surface inh = cell surface uPA generation inhibition; Potency, µM (highest dose often 38.3 µM), for inactives: top-dose activity change, negative = inhibition, hits mostly inhibitors; 0.31% of 330,000 active; cell surface uPA generation assay, qHTS; active = well fitted inhibition curve with a large enough effect; inconclusive = small, poorly fitted or top-dose-only effect; inactive = no such curve, though single readings can be large or run the other way; tested in mouse RAW 264.7 cells; note: potency is the fitted concentration of half-maximal effect; % is set by controls: 0 for no effect and ±100 for the full control effect; nearly all actives have a fitted effect of over 55% in size
* hit, by the source's call; u = inconclusive; x = not tested or not shown; [ ] = another dose, or the depositor's remark. Unless noted, calls come from the whole dose curve; as a rule, active = well fitted curve in the direction sought with a large enough effect; inconclusive = small, poorly fitted or top-dose-only effect, or another doubt; inactive = no such curve, though single readings can be large; an effect the other way counts as inactive or inconclusive. Rows were taken by chance; about 3% have a hit in one of these screens.

Abbreviations: A = USP2a inh; B = Tb PFK block; C = B2AR arrestin; D = Eya2 phos inh; E = Mito fusion act; F = ELG1 repair inh; G = BCR signal inh; H = TSG101-PTAP inh; I = TCR act; J = TSHR antag; K = uPA surface inh
> O=C(c1cccc(NS(=O)(=O)c2ccccc2)c1)N1CCN(c2ccccc2)CC1
  A: -1%; B: -2%; C: -0.3%; D: 6%; E: 0%; F: -10%; G: -3%; H: -7%; I: 1%; J: 6; K: 3%
> CC(=O)N1N=C(C)CC1c1ccc(OCc2ccccc2)cc1 (stereo unspecified)
  A: 0%; B: -6%; C: 0.1%; D: -21%; E: 2%; F: 10%; G: u; H: -4%; I: -2%[46.1 µM]; J: -4; K: 4%
> COC(=O)COc1ccc2c(c1)O/C(=C\c1cccc([N+](=O)[O-])c1)C2=O
  A: 2%; B: 1%; C: -0.3%; D: 3%; E: 2%; F: 4%; G: u; H: -2%; I: 1%; J: 2; K: 7%
> Cc1cc(Cl)ccc1OCC(=O)Nc1ccncc1
  A: 0%; B: -11%; C: 0.5%; D: 9%; E: 3%; F: u; G: 3%; H: -3%; I: -4%; J: -20; K: -25%
> Cc1ccc(CN2CC(C(=O)OCc3ccccc3Cl)CC2=O)cc1 (stereo unspecified)
  A: 3%; B: 5%; C: 0.1%; D: -10%; E: 5%; F: u; G: u; H: -1%; I: -4%; J: -2; K: 3%
> CCCCN(C(=O)CSc1nc2ccccc2s1)c1c(N)n(CCCC)c(=O)[nH]c1=O
  A: 1%; B: 2%; C: 0.2%; D: 10%; E: x; F: 0%; G: u; H: 0%; I: 5%; J: 4; K: -3%
> CN(Cc1ccccc1)C(=O)c1ccccc1C(=O)OCC(=O)N(Cc1ccccc1)C(C)(C)C
  A: 0%; B: -8%; C: -0.2%; D: -10%; E: x; F: u; G: 0%; H: 0%; I: -5%; J: x; K: u
> Cc1cccc2[nH]c3c(N4CCC5(CC4)OCCO5)ncnc3c12
  A: 1%; B: 3%; C: -0.4%; D: 2%; E: 5%; F: 16µM*; G: u; H: -8%; I: -3%; J: 2; K: -13%
> O=[N+]([O-])c1ccc(N2CCN(S(=O)(=O)c3ccccc3)CC2)cc1NCc1cccnc1
  A: 0%; B: -2%; C: -0.1%; D: 1%; E: 10%; F: -28%; G: -5%; H: -3%; I: 10%; J: -18; K: -18%
> CNCc1cc(Br)c(OCC(=O)Nc2ccccc2OC)c(OC)c1
  A: -1%; B: 2%; C: -1.0%; D: 0%; E: 5%; F: 5%; G: 1%; H: 1%; I: x; J: -9; K: -4%
> Cc1cccc(NC(=S)N/N=C2\CC(C)(C)Oc3ccc(O)cc32)c1
  A: -1%; B: -9%; C: -0.1%; D: -1%; E: -7%; F: u; G: 3%; H: 2%; I: 2%[46.1 µM]; J: -2; K: 3%
> CCCc1nnc(NC(=O)COc2ccc3c(c2)OCO3)s1
  A: 2%; B: -2%; C: 0.1%; D: 7%; E: -14%; F: 1%; G: 3%; H: 0%; I: 9%; J: -5; K: 2%
> COc1cc(C2C(C#N)=C(N)OC3=C2C(=O)CCC3)c([N+](=O)[O-])cc1OC (stereo unspecified)
  A: 18%; B: 1%; C: -0.2%; D: 2%; E: 0%; F: 1%; G: 3%; H: -16%; I: 0%; J: -11; K: 3%
> Cc1c(C)[n+](=O)c(-c2ccc(F)cc2)c(C)n1[O-]
  A: 1%; B: -2%; C: -0.2%; D: 11%; E: 2%; F: 0%; G: u; H: 0%; I: x; J: 2; K: -1%
> N#Cc1nc(-c2ccc(OCc3ccc(Cl)cc3)cc2)oc1N1CCOCC1
  A: 3%; B: -1%; C: -0.3%; D: 13%; E: -1%; F: 5%; G: 0%; H: 0%; I: -7%; J: 19; K: 5%
> O=C(NNC(=O)c1ccc(F)cc1F)c1ccc(-n2cnnn2)cc1
  A: 0%; B: -1%; C: -0.1%; D: 2%; E: -1%; F: 4%; G: -1%; H: -4%; I: 1%; J: -1; K: -3%
> CCOc1ccc(NC(=S)Nc2cccc3ccccc23)cc1
  A: -3%; B: -1%; C: -0.4%; D: 0%; E: 0%; F: u; G: -5%; H: -3%; I: 3%; J: 1; K: -1%
> Cc1ccc(NC(=S)NCc2ccco2)c(C)c1
  A: 5%; B: 14%; C: -0.4%; D: -6%; E: 0%; F: 10%; G: u; H: -5%; I: 5%; J: -8; K: 0%
> CCC1(c2ccccc2)NC(=O)N(CC(=O)NCc2ccncc2)C1=O (stereo unspecified)
  A: 0%; B: -5%; C: 0.0%; D: -1%; E: 0%; F: 9%; G: 0%; H: -1%; I: 0%; J: -2; K: 4%
> CC(=O)Nc1ccc(S(=O)(=O)NCCSc2ccccn2)cc1
  A: 0%; B: 14%; C: 0.1%; D: 18%; E: -7%; F: -6%; G: -1%; H: -5%; I: 3%; J: 7; K: 2%
> O=C(NCCc1nc2ccccc2[nH]1)c1cc([N+](=O)[O-])cc([N+](=O)[O-])c1
  A: -8%; B: 5%; C: 0.1%; D: -11%; E: -16%; F: 0%; G: u; H: -2%; I: 8%[46.1 µM]; J: 27; K: 2%
> Cn1c(SCC(=O)NC2CC2)nnc1C(F)(F)F
  A: 0%; B: 0%; C: -0.1%; D: 7%; E: -2%; F: 0%; G: 6%; H: -12%; I: -25%; J: -1; K: -9%
> CCOP(=O)(OCC)C(Nc1ccccc1)c1cccnc1 (stereo unspecified)
  A: 0%; B: -5%; C: 0.0%; D: -1%; E: 1%; F: u; G: 1%; H: -4%; I: -1%; J: 10; K: 7%
> CCCC(=O)Nc1nnc(COC)s1
  A: 2%; B: 5%; C: 0.0%; D: 5%; E: -1%; F: 12%; G: 7%; H: -1%; I: -13%; J: 0; K: 4%
> CC1CN(C(=O)N(C)C)CCN1C(=O)N(C)C (stereo unspecified)
  A: 2%; B: 0%; C: -0.8%; D: 6%; E: -1%; F: -13%; G: 3%; H: -4%; I: -6%; J: 1; K: 7%
> OCC1(Cc2ccccc2)CCN(Cc2cccc(F)c2F)CC1
  A: 3%; B: 1%; C: -0.1%; D: -9%; E: -1%; F: -14%; G: 0%; H: 1%; I: -3%; J: -9; K: 9%
> Cc1ccc(OCC(=O)N2CCc3ccccc32)cc1
  A: 0%; B: 0%; C: -0.1%; D: -4%; E: 14%; F: u; G: -9%; H: -3%; I: -8%[46.1 µM]; J: 4; K: -8%
> O=[N+]([O-])c1cccc(/C=N/Nc2cc(Cl)nc(-c3ccccc3)n2)c1
  A: -1%; B: 4%; C: 0.2%; D: 0%; E: -3%; F: u; G: u; H: 0%; I: 2%; J: -2; K: 6%
> Cc1ccc(C(=O)OCc2cc(=O)n3ccsc3n2)s1
  A: 1%; B: -4%; C: 0.1%; D: -7%; E: x; F: u; G: 8%; H: 2%; I: 6%[46.1 µM]; J: -13; K: 1%
> COc1ccc(C(=O)NN2CCCCC2)cc1OC
  A: 1%; B: 0%; C: 0.1%; D: 9%; E: 1%; F: 3%; G: 6%; H: 3%; I: x; J: -1; K: -1%
> CCN1C(Nc2ccccc2)=NC[C@@H]1C
  A: 3%; B: 1%; C: -0.2%; D: 11%; E: 3%; F: -20%; G: 2%; H: -2%; I: -5%; J: -2; K: -2%

Molecules shown so far containing a cyano group:
Abbreviations: A = USP2a inh; B = Tb PFK block; C = B2AR arrestin; D = Eya2 phos inh; E = Mito fusion act; F = ELG1 repair inh; G = BCR signal inh; H = TSG101-PTAP inh; I = TCR act; J = TSHR antag; K = uPA surface inh
> COc1cc(C2C(C#N)=C(N)OC3=C2C(=O)CCC3)c([N+](=O)[O-])cc1OC (stereo unspecified)
  A: 18%; B: 1%; C: -0.2%; D: 2%; E: 0%; F: 1%; G: 3%; H: -16%; I: 0%; J: -11; K: 3%
> N#Cc1nc(-c2ccc(OCc3ccc(Cl)cc3)cc2)oc1N1CCOCC1
  A: 3%; B: -1%; C: -0.3%; D: 13%; E: -1%; F: 5%; G: 0%; H: 0%; I: -7%; J: 19; K: 5%

Screening data deposited in PubChem by National Center for Advancing Translational Sciences (NCATS).
